Screening data deposited in PubChem BioAssay by The Scripps Research Institute Molecular Screening Center.
FBW7 act: human FBW7 E3 ligase activation, primary screen; AlphaScreen FBW7–phospho-cyclin E peptide binding, activator screen; AID 1259310; Q969H0; normalized activity (activation), % at 26.1 µM; 0.13% of 650,000 active; in the data active = normalized activity above about 1.9%;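 also: purified mutant Fbw7 with reduced substrate affinity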
GPR151 ag: activates the human receptor GPR151; Q8TDV0; PathHunter beta-arrestin GPR151 cells, luminescence; activation, % at 11.2 µM; 1% of 650,000 active; AID 1508602; in the data active = activation above about 4.9%;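 also: 0% = median of compound wells and 100% = cells with positive control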
Target sequence (Q8TDV0 whole entry, looked up): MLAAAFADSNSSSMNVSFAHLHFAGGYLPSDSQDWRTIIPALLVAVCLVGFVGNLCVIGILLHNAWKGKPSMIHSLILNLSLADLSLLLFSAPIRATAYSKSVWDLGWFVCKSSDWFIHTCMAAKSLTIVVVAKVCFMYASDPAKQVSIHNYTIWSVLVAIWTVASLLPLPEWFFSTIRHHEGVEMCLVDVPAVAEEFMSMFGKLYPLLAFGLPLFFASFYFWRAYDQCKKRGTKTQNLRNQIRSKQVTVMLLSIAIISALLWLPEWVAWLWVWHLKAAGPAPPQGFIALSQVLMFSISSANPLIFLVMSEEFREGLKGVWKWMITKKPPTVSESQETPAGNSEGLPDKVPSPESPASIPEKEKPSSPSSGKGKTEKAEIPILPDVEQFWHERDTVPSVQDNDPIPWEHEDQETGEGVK
TEAD-YAP inh: TEAD-YAP interaction inhibition | HEK-TIYL cells, TEAD-Gal4/YAP UAS-luciferase luminescence | 1.4% of 640,000 active | AID 1259422 | inhibition, % at 9.12 µM; in the data active = inhibition above about 32%;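 also: 0% = median of test compound wells and 100% = reference inhibitor wells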
MITF primary: inhibitors of human MITF. AlphaScreen MITF homodimerization, bead proximity signal. inhibition, % at 2.6 µM. 0.91% of 650,000 active. O75030; in the data active = inhibition above about 50%;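 also: 0% = vehicle wells with protein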
Target sequence (O75030 whole entry, looked up): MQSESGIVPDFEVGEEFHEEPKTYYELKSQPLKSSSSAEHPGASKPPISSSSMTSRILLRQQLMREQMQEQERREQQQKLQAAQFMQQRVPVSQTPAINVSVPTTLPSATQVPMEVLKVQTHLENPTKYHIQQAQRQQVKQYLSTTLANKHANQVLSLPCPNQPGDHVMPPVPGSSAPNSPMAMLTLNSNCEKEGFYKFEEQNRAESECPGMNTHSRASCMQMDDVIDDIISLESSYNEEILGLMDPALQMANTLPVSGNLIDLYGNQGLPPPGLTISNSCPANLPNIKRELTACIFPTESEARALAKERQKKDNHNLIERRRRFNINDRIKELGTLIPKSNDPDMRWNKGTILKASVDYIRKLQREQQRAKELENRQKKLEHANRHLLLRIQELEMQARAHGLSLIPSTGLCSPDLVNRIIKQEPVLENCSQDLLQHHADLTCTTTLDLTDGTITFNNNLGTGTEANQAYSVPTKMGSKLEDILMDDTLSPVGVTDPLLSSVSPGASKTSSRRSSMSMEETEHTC
Starred values were filed as active, the others as inactive. Outcome played no part in choosing rows; about 3.4% have a hit in one of these screens.

SMILES | FBW7 act | GPR151 ag | TEAD-YAP inh | MITF primary
COc1ccc(C2CC(C(F)(F)F)n3nc(C(=O)NCCc4ccccc4)c(Cl)c3N2)cc1 (stereo not given) | -0.1 | 2.0 | 6 | 2
CCS(=O)(=O)N1CCC(C(=O)N2CCN(c3ccccc3)CC2)CC1 | 0.3 | 0.2 | 7 | 11
N#Cc1cc(-c2ccnc(Nc3ccc(CN4CCCCC4)cc3)n2)cc(N2CCOCC2)c1 | -0.1 | 0.3 | 36* | 1
CCOC(=O)N1CCC(NC(=O)c2cc3c(=O)n(C)c4ccccc4c3s2)CC1 | -0.1 | 0.7 | -1 | 3
Cc1cc(NCCOc2ccccc2)nc(Nc2ccncc2)n1 | 0.0 | 2.6 | -9 | -3
Cc1cc(C)n(CCNC(=O)C2CCN(C(=O)NCc3cccs3)CC2)n1 | -0.2 | 1.6 | -5 | -4
O=C(CC1CCC1)Nc1cc(Cl)ccc1Cl | -0.1 | 0.3 | 6 | 1
CSc1nccc(N2CCCC(CCC(=O)N(C)CCc3ccccn3)C2)n1 (stereo not given) | 0.0 | 0.1 | 25 | 2
O=C1OC(/C=C/c2ccc([N+](=O)[O-])cc2)=NC/1=C\c1c(F)cccc1Cl | 0.0 | 0.3 | 10 | 14
O=C1CC[C@@H](CN(Cc2ccccc2)C(=O)Cn2cc(NC(=O)c3ccccn3)cn2)N1 | 0.1 | 3.2 | -2 | -2
COc1cc(OC)nc(Oc2cccc(C(=O)NC(C)(C)C)c2)n1 | 0.0 | 0.9 | 0 | 9
NS(=O)(=O)c1ccc(O)c(N2C(=O)c3cccc4c(C(=O)O)ccc(c34)C2=O)c1 | 0.3 | -0.7 | 10 | -15
CC1CCCCN1CCn1c(=S)[nH]c2cc3c(cc2c1=O)OCO3 (stereo not given) | -0.2 | -0.8 | -27 | 7
CCOC(=O)C1=C(CSc2nc(N)c(C#N)c(-c3ccc(F)cc3)c2C#N)OC(N)=C(C#N)C1c1ccccc1 (stereo not given) | 0.0 | -2.2 | 18 | 10
CCOC(=O)c1cnc2ccc(OCC)cc2c1Nc1ccc(OCc2ccccc2Cl)cc1 | 0.3 | 0.2 | -7 | 8
O=C(Nc1ccc(-c2noc(-c3ccccc3[N+](=O)[O-])n2)cc1)c1ccco1 | 0.1 | -0.3 | -7 | 9
Cc1sc(NC(=O)C(C)(C)C)c(C(=O)O)c1C | 0.0 | -1.1 | 1 | 8
O=C(NCc1ccc2c(c1)OCO2)C1c2ccccc2C(=O)N2CCc3ccccc3C12 (stereo not given) | -0.1 | -0.7 | -9 | -3
CCOc1ccc(CN2CCN(Cc3ccc(OCC)cc3)CC2)cc1 | -0.2 | 0.7 | 9 | 51*
CC(C)(C)OC(=O)N1CCN(c2ccc(Nc3cc(-n4cnc(Nc5ccccc5)n4)c(F)cn3)cc2)CC1 | 0.4 | 0.9 | -12 | 9

Continuation:
SMILES | FBW7 act | GPR151 ag | TEAD-YAP inh | MITF primary
O=C(CCc1nnc(CCCc2ccccc2)o1)NCc1ccc(N2CCOCC2)cc1 | 0.0 | -2.4 | -73 | -23
O=C(CN(c1ccccc1)S(=O)(=O)c1ccc(F)cc1)NC1CC1 | -0.3 | 1.4 | 9 | -3
OCCN1CCN(c2ncnc3scc(-c4ccc(Cl)cc4)c23)CC1 | 0.1 | -1.1 | -10 | -2
CCOc1ccc(NC(=O)CN2CCN(CC(=O)Nc3ccc4c(c3)OCCO4)CC2)cc1 | 0.1 | -0.1 | 19 | 11
FC(F)(F)c1ccc(Nc2cc(NCc3cccnc3)ncn2)cc1 | 0.2 | 1.3 | -6 | 6
O=C(CCCCCn1c(=O)[nH]c2ccsc2c1=O)NC1CCCCC1 | -0.1 | 0.1 | 4 | -5
COc1ccccc1NC(=O)c1cccc(Cl)c1Cl | -0.1 | -0.2 | 2 | -5
CCN(CC)CCCNC(=O)c1ccc2c(=O)n(C3CCCC3)c(=S)[nH]c2c1 | 0.1 | 1.2 | -1 | -11
O=C1c2ccccc2C(=O)N1CC(O)CN1CCOCC1 (stereo not given) | -0.1 | 1.1 | 8 | -5
COCC1CCCN(CC(=O)Nc2ccc(C)c(C)c2)C1 (stereo not given) | -0.3 | -0.4 | -7 | 42
CCCC(=O)NNC(=S)Nc1ccccc1 | -0.1 | -0.8 | 4 | -4
N#Cc1ccccc1OCC(=O)NC1CC1 | 0.3 | -0.2 | -2 | 8
CC(C)(CN=Cc1cc(Br)cc(Br)c1O)N1CCOCC1 | 0.0 | -1.4 | 4 | 0
O=C(OCc1cc([N+](=O)[O-])cc2c1OCOC2)c1ccc(Br)o1 | 0.0 | -0.4 | -2 | -3
N#Cc1ccccc1NC(=O)COc1ccc(Cl)cc1Br | -0.3 | -0.6 | -78 | -11
COc1ccc(C(=O)NNC(=O)c2ccc(NC(=O)c3ccccc3)cc2)cc1 | 0.0 | 1.4 | -8 | -4
CCOC(=O)N1CCN(C(=O)c2ccc3c(=O)n(Cc4ccccc4)c(=S)[nH]c3c2)CC1 | -0.1 | 1.3 | -13 | -3
CCN(CC)c1ccc(C(=O)NNC(=S)Nc2cccc(C(C)=O)c2)cc1 | 0.3 | -0.4 | -2 | 1
CCc1c(C)nc2c(C#N)c(C)[nH]n2c1=O | -0.5 | 2.6 | 7 | 9
CCOC(=O)c1c(NC(=O)c2cccc(Cl)c2)sc(C)c1C | 0.2 | 1.4 | -3 | 4

Sorted by molecular weight (smallest number first): part of the list above.
SMILES | FBW7 act | GPR151 ag | TEAD-YAP inh | MITF primary
COCC1CCCN(CC(=O)Nc2ccc(C)c(C)c2)C1 (stereo not given) | -0.3 | -0.4 | -7 | 42
CCOC(=O)c1c(NC(=O)c2cccc(Cl)c2)sc(C)c1C | 0.2 | 1.4 | -3 | 4
FC(F)(F)c1ccc(Nc2cc(NCc3cccnc3)ncn2)cc1 | 0.2 | 1.3 | -6 | 6
CC1CCCCN1CCn1c(=S)[nH]c2cc3c(cc2c1=O)OCO3 (stereo not given) | -0.2 | -0.8 | -27 | 7
N#Cc1ccccc1NC(=O)COc1ccc(Cl)cc1Br | -0.3 | -0.6 | -78 | -11
O=C1OC(/C=C/c2ccc([N+](=O)[O-])cc2)=NC/1=C\c1c(F)cccc1Cl | 0.0 | 0.3 | 10 | 14
OCCN1CCN(c2ncnc3scc(-c4ccc(Cl)cc4)c23)CC1 | 0.1 | -1.1 | -10 | -2
O=C(Nc1ccc(-c2noc(-c3ccccc3[N+](=O)[O-])n2)cc1)c1ccco1 | 0.1 | -0.3 | -7 | 9
CCN(CC)c1ccc(C(=O)NNC(=S)Nc2cccc(C(C)=O)c2)cc1 | 0.3 | -0.4 | -2 | 1
CCN(CC)CCCNC(=O)c1ccc2c(=O)n(C3CCCC3)c(=S)[nH]c2c1 | 0.1 | 1.2 | -1 | -11
NS(=O)(=O)c1ccc(O)c(N2C(=O)c3cccc4c(C(=O)O)ccc(c34)C2=O)c1 | 0.3 | -0.7 | 10 | -15
CCOC(=O)N1CCC(NC(=O)c2cc3c(=O)n(C)c4ccccc4c3s2)CC1 | -0.1 | 0.7 | -1 | 3
CC(C)(CN=Cc1cc(Br)cc(Br)c1O)N1CCOCC1 | 0.0 | -1.4 | 4 | 0
O=C(CCc1nnc(CCCc2ccccc2)o1)NCc1ccc(N2CCOCC2)cc1 | 0.0 | -2.4 | -73 | -23
CCOC(=O)N1CCN(C(=O)c2ccc3c(=O)n(Cc4ccccc4)c(=S)[nH]c3c2)CC1 | -0.1 | 1.3 | -13 | -3
CCOc1ccc(NC(=O)CN2CCN(CC(=O)Nc3ccc4c(c3)OCCO4)CC2)cc1 | 0.1 | -0.1 | 19 | 11
CCOC(=O)c1cnc2ccc(OCC)cc2c1Nc1ccc(OCc2ccccc2Cl)cc1 | 0.3 | 0.2 | -7 | 8
COc1ccc(C2CC(C(F)(F)F)n3nc(C(=O)NCCc4ccccc4)c(Cl)c3N2)cc1 (stereo not given) | -0.1 | 2.0 | 6 | 2
CC(C)(C)OC(=O)N1CCN(c2ccc(Nc3cc(-n4cnc(Nc5ccccc5)n4)c(F)cn3)cc2)CC1 | 0.4 | 0.9 | -12 | 9

(list continues)
SMILES | FBW7 act | GPR151 ag | TEAD-YAP inh | MITF primary
COCCCNC(=O)CN1CCN(Cc2ccc(F)cc2Cl)C1=O | 0.0 | -0.7 | 1 | 6
CC(C)(C)C1=NN(CC(=O)NCCc2ccco2)C(=O)c2cc3ccccc3n2C1 | 0.5 | -0.5 | -10 | 8
CCNc1ccc(S(=O)(=O)Nc2ccccc2)cc1[N+](=O)[O-] | -0.2 | -0.5 | -1 | -6
CCOC(=O)c1c(C)[nH]c(C)c1C(=O)COC(=O)c1csc2c1CCCC2 | -0.2 | -1.4 | -16 | 4
CC(C)(C)n1nc2c(c1NC(=O)c1ccccc1Br)CS(=O)(=O)C2 | 0.0 | 0.3 | -4 | -3
O=C(c1cscn1)N1CCOc2ccc(CN3CCN(c4ccccc4)CC3)cc2C1 | -0.1 | -0.8 | 3 | -2
CCCCOc1ccccc1C1Nc2ccccc2-c2nnc(SC)nc2O1 (stereo not given) | 0.2 | -0.2 | 7 | -2
CC(C)(C)c1cc(O)c(S(N)(=O)=O)c(C(C)(C)C)c1 | -0.2 | 2.1 | -3 | -10
CCC(Oc1ccccc1)C(=O)N(C)Cc1ccccc1 (stereo not given) | 0.3 | 0.0 | 0 | 12
COc1ccc(CCN2C(=O)CN(C3CCCCCC3)C(=O)C2c2ccc(Cl)cc2)cc1OC (stereo not given) | -0.1 | 0.4 | -15 | -7
CSc1ncccc1C(=O)NC1CCN(Cc2ccccc2)CC1 | 0.4 | -1.5 | 13 | 13
COc1cc2c(cc1O)C(SC)=NC(C)(C)C2 | 0.0 | 0.0 | -2 | -3
O=C(CSc1ccc(-c2ccc(Br)cc2)nn1)N1CCOCC1 | -1.1 | -1.2 | -13 | -1
O=C(CN1C(=O)c2ccc([N+](=O)[O-])cc2C1=O)Nc1ccc(F)cc1 | 0.2 | 1.2 | 11 | 2
O=C(O)CCC(=O)NCc1cn(-c2ccccc2)nc1-c1ccc(Cl)cc1 | 0.0 | 0.9 | -3 | 0
CCCNc1nc2c(c(=O)n(C)c(=O)n2C)n1Cc1ccccc1Cl | -0.1 | 0.2 | 7 | -5
O=[N+]([O-])c1cccc(CSC2=NCCN2S(=O)(=O)c2ccccc2)c1 | -0.1 | 1.5 | -10 | 10
NC(=O)c1ccc(NC(=O)CSc2cc(Cl)ccc2Cl)cc1 | 0.1 | -1.7 | -13 | 8
Cn1c(=O)c2sccc2n2c(CCC(=O)N3CCN(c4ccc(F)cc4)CC3)nnc12 | 1.0 | -2.6 | 1 | 2
COc1ccc(O)c(/C=C2\SC(=S)N(C)C2=O)c1 | -0.1 | 1.0 | 6 | 8

(cont.)
SMILES | FBW7 act | GPR151 ag | TEAD-YAP inh | MITF primary
CCN(CC)S(=O)(=O)c1ccc(C(=O)NCCO)cc1 | 0.1 | 1.7 | 9 | 0
COc1ccc2oc(=O)c(C(=O)Nc3cc(Cl)ccc3OC)cc2c1 | 0.8 | -0.9 | -8 | 8
CC1=C(C(=O)Nc2ccccc2)C(c2ccncc2)n2nc(CCCO)nc2N1 (stereo not given) | 0.1 | -0.1 | 0 | 8
Clc1ccc(CNCCCN2CCOCC2)c(Cl)c1 | -0.1 | 0.8 | -2 | -13
CN(C)S(=O)(=O)c1ccc(C(=O)NCc2ccco2)cc1 | -0.2 | 1.7 | -4 | 8
COc1cccc(N(CC(=O)Nc2ccc(F)cc2)S(C)(=O)=O)c1 | 0.1 | 0.2 | -1 | -11
CCCCOc1ccc(-c2nc(C=Nc3ccc(Oc4ccc5ccccc5c4Cl)c(Cl)c3)c(O)o2)cc1 | -0.2 | 0.3 | -12 | 2
CC1(C)CC(=O)C2=C(C1)Oc1ccccc1C2CC(=O)c1cccs1 (stereo not given) | -0.1 | 0.0 | -9 | -1
Cc1cc(C)c2nc(N3CCC(C(=O)NCCCN4CCOCC4)CC3)sc2c1 | 0.1 | 4.3 | -2 | 0
COc1ccc(S(=O)(=O)NCCc2nnc3ccc(SCC(N)=O)nn23)cc1 | 0.4 | 2.3 | 7 | -1
CCc1ccc(-n2cnc3cc(C(=O)NC4CCCC4)ccc32)cc1 | -0.1 | 0.3 | -9 | -10
Clc1cc(Nc2ccncc2)ncn1 | 0.0 | 0.0 | 8 | -4
Cc1nc2cnc(-c3ccco3)cn2c1NC(=O)c1ccncc1 | 0.1 | -0.5 | 4 | 19
CN1C(=O)c2ccc(NC(=O)c3ccc(S(=O)(=O)N4CCCCCC4)cc3)cc2C1=O | 0.0 | 2.4 | 2 | 5
COc1ccc(C2CC(c3ccc4ccccc4c3)=NN2C(=O)CN2CCOCC2)cc1 (stereo not given) | 0.3 | 0.5 | 5 | 21
CCCCCCOC(=O)C1=C(C)NC(=S)NC1c1ccc(N(CC)CC)cc1 (stereo not given) | 0.0 | -0.1 | 0 | 8
c1ccc(CSCCc2ccncc2)cc1 | 0.0 | -0.7 | 11 | 7
CCCCN(CC)C(=O)CSc1nc2c(sc(=S)n2-c2ccc(OCC)cc2)c(=O)n1-c1ccccc1 | 0.0 | -0.5 | -2 | -4
CCOC(=O)c1cnn(-c2ccccc2)c1NC(=O)CSc1nnc2c3ccccc3n(C)c2n1 | 0.2 | 0.4 | 19 | 9
CCC(Sc1nc2cc3c(cc2c(=O)n1CCCC(=O)NCCc1ccc(OC)c(OC)c1)OCO3)C(=O)NCc1ccco1 (stereo not given) | 0.1 | -1.2 | 11 | 4
N#Cc1ccc(NC(=O)c2cccc(F)c2)cc1 | -0.1 | 1.4 | -8 | 7
